SKBR3 24h inh: SK-BR-3 proliferation inhibitors, primary screen, cell-based, human, 24 h; SK-BR-3 viability, CellTiter-Glo ATP luminescence; active compounds read low; 0.47% of 41,000 active; viability, % at 10 µM; AID 847, 2007;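 active means viability at or below the median of all test compounds minus 3 SD, in both replicates if run twice, cut at about 45% in these data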;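 further: 100% = median untreated cell wells and 0% = median positive control drug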
Active calls of the source: *. Only part of the results is shown (hit frequency here may not be typical).

The first 17 records, to show the layout:
SMILES	SKBR3 24h inh
COc1ccc(NC(=O)C2CCCN(S(=O)(=O)c3ccc(C)cc3)C2)cc1OC (stereo unspecified)	79
CCOC(=O)C1CCN(c2nc3ccccc3nc2C(C#N)C(=O)NCCc2ccccc2)CC1 (stereo unspecified)	97
O=C1NCCc2c1[nH]c1c(Cl)ccc(Cl)c21	88
CC1CCCCN1C(=O)Cc1ccc(Cl)cc1 (stereo unspecified)	100
CC1=C(C(=O)N2CCOCC2)C(c2ccccc2F)C2=C(CCCC2=O)N1 (stereo unspecified)	112
O=C(Nc1ccccc1)N(Cc1cccs1)C1CCCC1	69
COC(=O)c1[nH]c2cccc(C)c2c1NC(=O)CN1CCN(c2ccccc2OC)CC1	78
CCCN1C(=O)/C(=C2\SC(N3CCCCC3)=NC2=O)c2ccccc21	101
Cc1ccc2nc(SCC(=O)NCc3ccco3)c(C#N)cc2c1	92
Cc1cc(N2CCOCC2)nc(SCC(=O)c2ccccc2)n1	105
O=C(CSc1nnc(-c2ccccc2O)o1)Oc1ccc(OCc2ccccc2)cc1	57
CC1(C)c2ccccc2N2CCC(=O)NC21/C=C/c1ccco1 (stereo unspecified)	95
O=C(Nc1cccnc1)c1cccnc1	101
COC(=O)Cc1cc(=O)n(-c2nc3ccccc3s2)[nH]1	88
COc1ccc(NC(=O)CC2C(=O)N(c3ccc(OC)cc3)C(=O)N2CCN2CCN(C)CC2)cc1 (stereo unspecified)	89
CCCC(=O)Nc1cc(C)c(NC(=O)C23CC4CC(CC(C4)C2)C3)cn1	92
CCC1CCC2(CC1)NC(CO)(CO)CO2 (stereo unspecified)	82

All compounds of this part, repeating the preview:
SMILES	SKBR3 24h inh
COc1ccc(NC(=O)C2CCCN(S(=O)(=O)c3ccc(C)cc3)C2)cc1OC (stereo unspecified)	79
CCOC(=O)C1CCN(c2nc3ccccc3nc2C(C#N)C(=O)NCCc2ccccc2)CC1 (stereo unspecified)	97
O=C1NCCc2c1[nH]c1c(Cl)ccc(Cl)c21	88
CC1CCCCN1C(=O)Cc1ccc(Cl)cc1 (stereo unspecified)	100
CC1=C(C(=O)N2CCOCC2)C(c2ccccc2F)C2=C(CCCC2=O)N1 (stereo unspecified)	112
O=C(Nc1ccccc1)N(Cc1cccs1)C1CCCC1	69
COC(=O)c1[nH]c2cccc(C)c2c1NC(=O)CN1CCN(c2ccccc2OC)CC1	78
CCCN1C(=O)/C(=C2\SC(N3CCCCC3)=NC2=O)c2ccccc21	101
Cc1ccc2nc(SCC(=O)NCc3ccco3)c(C#N)cc2c1	92
Cc1cc(N2CCOCC2)nc(SCC(=O)c2ccccc2)n1	105
O=C(CSc1nnc(-c2ccccc2O)o1)Oc1ccc(OCc2ccccc2)cc1	57
CC1(C)c2ccccc2N2CCC(=O)NC21/C=C/c1ccco1 (stereo unspecified)	95
O=C(Nc1cccnc1)c1cccnc1	101
COC(=O)Cc1cc(=O)n(-c2nc3ccccc3s2)[nH]1	88
COc1ccc(NC(=O)CC2C(=O)N(c3ccc(OC)cc3)C(=O)N2CCN2CCN(C)CC2)cc1 (stereo unspecified)	89
CCCC(=O)Nc1cc(C)c(NC(=O)C23CC4CC(CC(C4)C2)C3)cn1	92
CCC1CCC2(CC1)NC(CO)(CO)CO2 (stereo unspecified)	82
Cc1ccc(/C=N/n2c(C)nnc2C)s1	111
CCC(c1nnnn1CS(=O)(=O)c1ccc(C)cc1)N1CCN(c2nc3ccccc3s2)CC1 (stereo unspecified)	112
Cc1cc(N2C(=O)CC(N3CCN(C(c4ccccc4)c4ccccc4)CC3)C2=O)no1 (stereo unspecified)	96
CCOC(=O)N1CCC(NC(=O)C(CC(C)C)NC(=O)C2CCCCC2)CC1 (stereo unspecified)	82
O=C(/C=N/O)Nc1ccc(F)cc1	116
c1cn(C23CC4CC(CC(C4)C2)C3)cn1	97
COc1cc(C2/C(=C(/O)c3ccc(OCC(C)C)cc3)C(=O)C(=O)N2CCN(C)C)ccc1O (stereo unspecified)	87
COC(=O)c1ccc(C2c3c(oc4ccc(F)cc4c3=O)C(=O)N2CCO)cc1 (stereo unspecified)	92
SMILES	SKBR3 24h inh
CCNc1ccc2c(Cl)cc(=O)oc2c1	125
CC(=O)N1CC2(CC(=O)OC(C)C)CN(C(C)=O)CC(CC(=O)OC(C)C)(C1)C2=O	86
Cn1c(SCc2ccccc2)nnc1-c1ccc2c(c1)OCO2	89
CCc1cc2c(NCCC(=O)O)ncnc2s1	119
COc1ccc(CN(CCN2CCOCC2)C(=O)c2c(F)cccc2F)cc1OC	80
COc1ccc(C)cc1NC(=O)C1C2C=CC(C2)C1C(=O)O (stereo unspecified)	97
CCOC(=O)c1ccc(CNS(=O)(=O)c2c(C)ccc3nsnc23)o1	92
Cc1ccc(CN2C(=O)CCC2C(=O)NCCN2CCN(c3cccc(Cl)c3)CC2)cc1 (stereo unspecified)	78
COc1ccccc1Nc1ncc(C(C)=O)c(C)n1	109
COc1cccc(Nc2nc(-c3sc(N)nc3C)cs2)c1	84
Cc1nnc(SCCn2c(N3CCCCCC3)nc3c2c(=O)[nH]c(=O)n3C)s1	100
COc1ccc(C2N(c3cc(C)on3)C(=O)C3CCCN32)cc1OC (stereo unspecified)	96
CC(C)n1c(SCc2cc(=O)[nH]c3ccccc23)nc2c1c(=O)n(C)c(=O)n2C	88
COc1cc(C(Nc2ccc3c(c2)OCO3)C(=O)NC2CCCCC2)cc(OC)c1OC (stereo unspecified)	81
Cc1ccccc1N1CCN(Cc2c(C#N)c3ccccc3n2C)CC1	95
COC(=O)C1C(=O)NC(SC)=C(C#N)C1c1ccccc1F (stereo unspecified)	123
Cc1cc(C)nc(SCc2ccc3nonc3c2)n1	105
N#Cc1c(N)n(CCCN2CCOCC2)c2nc3ccccc3nc12	96
COc1ccccc1N1CC(O)=C(c2nc3ccccc3s2)C1=N	95
C=CCOC(=O)CCC(=O)Nc1cc(OC)nc(OC)n1	94
O=c1[nH]c2cc3c(cc2cc1CN(Cc1nnnn1CC1CCCO1)C1CCCC1)OCO3 (stereo unspecified)	66
CCCC(=O)C1=C(O)C(C(=O)OC)C(C)(C)CC1=N (stereo unspecified)	105
O=C(c1ccco1)N1CCN(C(=O)C2c3ccccc3Oc3ccccc32)CC1	99
CCN1C(=O)NC(c2cccnc2)C(C(=O)OC)=C1C (stereo unspecified)	105
O=C(CN1CCN(c2ccc(F)cc2)CC1)Nc1cc(C(F)(F)F)ccc1Cl	93
SMILES	SKBR3 24h inh
COc1cc(C2NC(=O)NC(c3ccccc3)=C2C(C)=O)ccc1OCC(=O)O (stereo unspecified)	78
Cn1c(SCC(=O)NCc2cccs2)nnc1-c1ccco1	102
COc1ccc(C2/C(=C(/O)c3ccc(F)cc3)C(=O)C(=O)N2CCCN(C)C)cc1 (stereo unspecified)	88
Cc1cc(Nc2ccc3c(c2)OCCO3)n2ncnc2n1	91
O=C(Nc1nc(-c2ccccc2)cs1)C1CCCO1 (stereo unspecified)	93
CC1CC(=O)C2=C(C1)Nc1ccccc1N(C(=O)COc1ccccc1)C2c1ccco1 (stereo unspecified)	100
CN1CCc2c(sc(/N=C/c3ccco3)c2C(N)=O)C1	91
CCCN1C(=O)C(NS(=O)(=O)c2ccc(N)cc2)(C(F)(F)F)C(C(=O)OC)=C1C (stereo unspecified)	110
O=C(c1cccc(S(=O)(=O)N2CCOCC2)c1)N1CCOCC1	94
CCOc1ccc(C(C)NC(=O)CCC(=O)O)cc1 (stereo unspecified)	96
Cn1c(Cc2cccs2)nnc1SCC(=O)N1CCc2ccccc21	94
Cc1cc(NS(=O)(=O)c2ccc(C3CCCCC3)cc2)no1	96
CCOC(=O)Nc1ccc(C(N)=O)cc1	73
COc1ccc(CN(C(=O)Cn2nnc3ccccc32)C(C(=O)NC(C)(C)C)c2ccco2)cc1 (stereo unspecified)	96
COc1ccc(OC)c(S(=O)(=O)NCCc2ccccc2)c1	94
CCn1c(SCC(=O)Nc2ccccc2C(=O)OC)nnc1-c1ccoc1C	99
Cc1c(NC(=O)c2ccc(CN3CCc4ccccc4C3)cc2)c(=O)n(-c2ccccc2)n1C	100
Cc1sc(NC(=O)C2CCCO2)c(C#N)c1C (stereo unspecified)	92
COc1ccc2c(=O)c3c(=O)n(Cc4ccco4)c(C4CCCCC4)nc3oc2c1	72
CCC(c1nnnn1CCOC)N(Cc1ccc(C)cc1)Cc1cc2cc(OC)ccc2[nH]c1=O (stereo unspecified)	91
CCOCCCn1c(C)nc2c(c1=O)c1nc3ccccc3nc1n2-c1ccc(C)cc1	95
O=C(Nc1ccccc1Cl)c1cccs1	90
Cc1ccc(-c2nnn(CC(=O)Nc3cccc4cccnc34)n2)o1	90
Cc1nc2oc(C(=O)c3ccccc3)c(N)c2c2c1COC(C)(C)C2	94
Cc1onc(-c2ccccc2)c1C(=O)OCC(=O)c1ccccc1	134
SMILES	SKBR3 24h inh
CC(NC(=O)NCCCC(=O)O)(C(F)(F)F)C(F)(F)F	79
N#CCCn1c(C(C#N)(CCC#N)CCC#N)nc2ccccc21	105
COc1cccc(C2C(C#N)=C(N)Oc3c2oc(CO)cc3=O)c1OC (stereo unspecified)	124
CCCc1[nH]n(-c2nc3ccccc3s2)c(=O)c1C=NCC1CCCO1 (stereo unspecified)	76
CCCCCc1nc2sc3c(c2c(=O)n1N)CCC3	89
O=C(c1ccc2ccccc2n1)N1CCN(c2ccccc2)CC1	92
C=CCOc1ccc(/C=N/n2cncn2)cc1OC	88
Cc1ccc2nc3ccc(N4CCN(C)CC4)nn3c(=O)c2c1	73
O=C1CCCC2=C1C(c1ccc(Br)cc1)c1c([nH]c(=S)[nH]c1=O)N2 (stereo unspecified)	87
CSC1=NCCN1C(=O)c1ccc2c(c1)OCO2	117
CCCC1C(c2ccco2)NC(c2ccco2)CC1(C)O (stereo unspecified)	88
CCOc1cccc(=O)c2c(C)n(Cc3ccco3)c(C)c12	97
CCOC(=O)CC(=O)Nc1ccc(Br)cc1C(=O)O	95
Cc1ccc(S(=O)(=O)NC2=NCN(C3CCCCC3)CN2)cc1	64
Cc1cc(N2C(=O)C(=O)/C(=C(/O)c3ccc(F)cc3)C2c2ccc(F)cc2)no1 (stereo unspecified)	91
CCOC(=O)c1cccc(NC(=O)CN2CCN(c3ccc(OC)cc3)CC2)c1	83
COc1ccccc1Cc1noc(-c2cc(Cl)ccc2OC)n1	98
COc1ccc(C2NCCc3cc(OC)c(OC)cc32)cc1OC (stereo unspecified)	94
COc1cc2nc(N3CCNCC3)nc(N)c2cc1OC	105
O=C(O)C1CCCN1C(=O)Oc1ccccc1 (stereo unspecified)	105
O=C(CC1(O)C(=O)N(Cc2ccc3c(c2)OCO3)c2ccccc21)c1ccccc1 (stereo unspecified)	104
CC(C)(C)C(=O)Nc1c2c(nc3c1CCC3)CCCC2	121
O=C1CN(S(=O)(=O)c2ccc(F)cc2)CC(=O)N1CCc1ccccc1	87
CCOCCCNS(=O)(=O)c1ccc2c(c1)OCCO2	87
Cn1c(-c2ccc(Cl)cc2)cnc1N	70
SMILES	SKBR3 24h inh
CC1CN(C2CCN(S(=O)(=O)c3ccc4ccccc4c3)CC2)CC(C)O1 (stereo unspecified)	74
Cc1ccc(-n2[nH]c(C)c(/C=N/n3c(C)nc4ccccc4c3=O)c2=O)cc1	87
CC(C)CNC(=O)C1C2C=CC(C2)C1C(=O)O (stereo unspecified)	111
CC(=O)NC1(c2nnnn2CCOC(=O)Nc2ccc(Cl)cc2)CCCCC1	99
COc1cccc(C2C3=C(N=C4SCC(=O)N42)c2ccccc2CC3)c1OC (stereo unspecified)	101
COCCNC(=O)C(c1ccc(C)o1)N(C(=O)c1snc(C(N)=O)c1N)c1ccc(C)cc1 (stereo unspecified)	60
CSCCC(NC(=O)c1occc1C)C(=O)O (stereo unspecified)	105
CC(=O)c1sc(NC(=O)C2(F)C(F)(F)C(F)(F)C(F)(F)C(F)(F)C2(F)F)nc1C	114
Cc1ccc(NCc2nnc(SCc3ccc(C#N)cc3)n2Cc2ccco2)c(C)c1	74
Cc1cc(C)nc(N(C#N)Cc2ccccc2)n1	94
O=C(Cn1cnc2sc(-c3ccccc3)cc2c1=O)N1CCOCC1	106
COc1nc2cc(C)ccc2cc1-c1noc(-c2cccnc2)n1	74
CCOC(=O)Cc1c(C)c2c(C)nn(-c3ccccc3)c2oc1=O	94
CCOc1ccc(C(C)(C)C)cc1S(=O)(=O)N1CC(C)OC(C)C1 (stereo unspecified)	74
O=C(COc1ccc(S(=O)(=O)NC2CCCCC2)cc1)NCC1CCCO1 (stereo unspecified)	85
Cc1ccc(C)c(S(=O)(=O)N2CC(=O)Nc3ccccc32)c1	91
O=C(CN1CCN(c2ccccc2)CC1)Nc1c(C(=O)C2CC2)oc2ccccc12	78
Cc1c(Nc2ncnc3c2cnn3-c2ccccc2)c(=O)n(-c2ccccc2)n1C	107
CCOc1nc(-c2ccc(OC)cc2)ccc1-c1noc(C)n1	98
CC1Cc2ccccc2N1C(=O)CSc1nc2ccccc2o1 (stereo unspecified)	108
CCOC(=O)N1CCN(C(=O)c2cccn3c(=O)c4sccc4nc23)CC1	96
Cc1nc2sc3c(c2c(=O)o1)CC(C)(C)OC3	93
COC(=O)C1=C(C)Nc2ncnn2C1c1ccc(OC(=O)c2ccccc2)cc1 (stereo unspecified)	90
C=CCC(NCCCO)c1cccc(OC)c1OC (stereo unspecified)	107
CN(C)Cc1c(O)ccc2occ(C(O)c3ccccc3)c12 (stereo unspecified)	103
SMILES	SKBR3 24h inh
O=c1c(-c2ccccc2)c(O)c2cccc3c2n1CCC3	107
CCOc1ccc(OCc2cccc(C(=O)O)c2)cc1	95
O=C(O)c1ccccc1SCc1ccc2c(c1)OCO2	95
COc1ccc(N2C(=O)C3CCCN3C2c2ccc(C)o2)cc1Cl (stereo unspecified)	71
CCCn1nnnc1SCC(=O)c1ccc(NC(C)=O)cc1	132
CN(C)CCCNCCCCNC(=O)/C=N/O	98
CCOC(=O)C1C(=O)N(C(=O)c2cncc(Br)c2)CC1c1ccccc1 (stereo unspecified)	107
C=CCOc1ccc(/C=C/C(C)=N\O)cc1	104

Screening results (PubChem)
